Bioassay records from PubChem BioAssay.
p53 reactivator – re-activators of mutant p53 | H1299 p53-A138V BP100-luciferase reporter, luminescence, 24 h | Potency, µM (series often up to 92.2 µM), inactives show top-dose activity change, positive = activation, most hits filed as activators | 320,000 compounds, 0.063% hits; note: potency is the fitted concentration of half-maximal effect; % of control where 0% means no effect; nearly all actives have a fitted effect of over 45% in size
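p53-null H1299 cells stably carrying temperature-sensitive p53-A138V and a BP100-luciferase reporter were pinned with compounds (4-point, 1:5 series) and held 24 hrs at 37 deg C. Luminescence was read 10 min after detection reagent.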
ELG1 DNA repair – blocks ELG1-dependent DNA repair in HEK293T cells; HEK293T ELG1-luciferase reporter, luminescence, 16 h; DNA damage induced by 5-fluorouridine; Potency, µM (highest dose often 46.1 µM), inactives show at the highest dose activity change, negative = inhibition, usual class: inhibitors; 330,000 compounds, 2.3% hits; AID 504467; note: potency is the fitted concentration of half-maximal effect; % is set by controls: 0 for no effect and ±100 for the full control effect; nearly all actives have a fitted effect of over 55% in size
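DMSO vehicle served as the neutral condition. Each well held 2,000 cells given 5-fluorouridine plus compound; after 16 hr at 37 °C/5% CO2, ONE-Glo was added and luciferase measured 30 min later.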
B2AR arrestin – agonists driving beta-arrestin recruitment to human beta2-adrenergic receptor; Potency, µM (top dose mostly 46.1 µM), without a hit: at the top dose activation, hits mostly activators; beta-arrestin recruitment to beta2AR, cell-based reporter; 330,000 compounds, 0.02% hits;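 note: potency is the fitted concentration of half-maximal effect; 0% = DMSO controls and full agonism = EC100 isoproterenol or metaproterenol; nearly all actives have a fitted effect of over 65% in size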
PTAP TSG101 blk – blocks PTAP/TSG101 interaction to inhibit HIV-1 budding; 340,000 tested, under 10 active; Fluorescence polarization, FITC-PTAP peptide / Tsg101 binding; Potency, µM (highest dose often 115 µM), for the others: top-dose activity change, negative = inhibition, actives largely listed as inhibitors; Q99816; AID 493005; active = well fitted inhibition curve with a large enough effect in the main read-out, with a control signal flat, not every such curve was filed as active; inconclusive = small, poorly fitted or top-dose-only effect, or effect the other way, or a change in a side signal; inactive = no such curve, though single readings can be large or run the other way; note: potency is the fitted concentration of half-maximal effect; % of control where 0% means no effect
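FP read-out: FITC-PTAP peptide, 50 nM final, binding Tsg101 binding domain, 10 uM final; 20 min, r.t.; 10 mM HEPES pH 7.5, 0.15 M NaCl, 0.01% Tween 20, 3 mM EDTA, 0.1 mM TCEP.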
TRPV1 ag – activates the human vanilloid receptor TRPV1. 320,000 compounds, 0.19% hits. activation, % at 8.33 µM. TRPV1-expressing cells, Fluo-8 calcium influx, agonist mode; in the data active = activation above about 80%; inconclusive = between about 30% and that limit; note: 0% is about no effect
Target sequence (Q8NER1 whole entry, looked up): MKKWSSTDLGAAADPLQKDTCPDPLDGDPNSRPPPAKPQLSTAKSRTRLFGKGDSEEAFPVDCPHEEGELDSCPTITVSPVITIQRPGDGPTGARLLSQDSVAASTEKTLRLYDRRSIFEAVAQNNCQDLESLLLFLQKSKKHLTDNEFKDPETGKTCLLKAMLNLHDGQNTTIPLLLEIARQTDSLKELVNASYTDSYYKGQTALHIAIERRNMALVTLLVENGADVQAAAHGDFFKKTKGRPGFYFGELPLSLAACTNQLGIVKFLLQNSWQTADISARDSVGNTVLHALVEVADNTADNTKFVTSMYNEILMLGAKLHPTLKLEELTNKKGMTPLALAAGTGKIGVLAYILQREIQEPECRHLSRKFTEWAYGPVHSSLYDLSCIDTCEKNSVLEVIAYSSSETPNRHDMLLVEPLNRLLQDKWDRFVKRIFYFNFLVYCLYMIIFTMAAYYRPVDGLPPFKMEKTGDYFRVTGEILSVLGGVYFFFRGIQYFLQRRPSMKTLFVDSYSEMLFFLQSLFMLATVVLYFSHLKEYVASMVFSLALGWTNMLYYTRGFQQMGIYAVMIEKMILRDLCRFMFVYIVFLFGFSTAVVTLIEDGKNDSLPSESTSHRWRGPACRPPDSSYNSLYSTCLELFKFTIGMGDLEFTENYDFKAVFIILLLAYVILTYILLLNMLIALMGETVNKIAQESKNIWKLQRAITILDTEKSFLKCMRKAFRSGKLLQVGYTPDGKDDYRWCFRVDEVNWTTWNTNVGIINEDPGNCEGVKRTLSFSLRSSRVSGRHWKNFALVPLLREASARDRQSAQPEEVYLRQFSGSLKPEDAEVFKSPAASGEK
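Fluo-8 calcium influx in TRPV1-expressing cells, kinetic read (ex 480/em 520 nm). Compound added and read 3 min for agonist activity, followed by capsaicin at EC20 final and 2 min further read for enhancement.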
TCR activator – activators of T cell receptors. primary human leukocytes, anti-CD3, IL-2 HTRF, 48 h. Potency, µM (highest dose often 9.22 µM), without a hit: top-dose activation of IL-2 secretion, usual class: activators. 330,000 tested, under 10 active. AID 504894; note: % of control where 0% means no effect
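TCR engagement came from a-CD3 beads alone, with compounds added to primary human leukocytes for 48 hr. Secreted IL-2 bridged europium cryptate- and d2-labelled anti-IL-2 antibodies, giving FRET emission at 665nm after 320nm excitation.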
a7 integrin act – activates integrin-mediated alleviation for muscular dystrophy; 350,000 compounds, 0.064% hits; Potency, µM (top dose mostly 38.3 µM), without a hit: top-dose activation, usual class: activators; alpha7betagal myoblasts, beta-gal FDG fluorescence, 48 h; AID 624291;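 note: potency is the fitted concentration of half-maximal effect; 100% = response of the positive control SU9516; nearly all actives have a fitted effect of over 60% in size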
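alpha7betagal+/- myoblasts (passage 13, 250/well) treated 48 h at 37C with compounds at 1:260 dilution of DMSO stock. Lysed, then beta-galactosidase activity read as FDG fluorescence (ex 480/em 540) after 30 min, with pre-read for autofluorescence.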
MLL CXXC-DNA inh – blocks binding of human MLL CXXC domain to DNA | Q03164 | MLL-CXXC / FITC-HOXA9 DNA fluorescence polarization | Potency, µM (top dose mostly 115 µM), without a hit: top-dose activity change, negative = inhibition, actives largely listed as inhibitors | 290,000 compounds, 0.037% hits | AID 2662; active = well fitted inhibition curve with a large enough effect in the polarisation, with a control signal flat, not every such curve was filed as active; inconclusive = small, poorly fitted or top-dose-only effect, or effect the other way, or a change in a side signal; inactive = no such curve, though single readings can be large or run the other way; the % refers to the polarisation; note: potency is the fitted concentration of half-maximal effect
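Fluorescence polarization: 7 uM MLL-CXXC (stock) preincubated 5 min with compounds, then 50 nM fluorescein-HOX-A9 DNA (stock) added; 30 min ambient. Buffer 50 mM Tris-HCl pH 7.5, 50 mM NaCl, 1 mM DTT, 0.05% BSA.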
BRCA1 expr act – increases BRCA1 expression; 380,000 compounds, 1.1% hits; AID 624202; Potency, µM (titrated, usually from 46.1 µM), for the others: top-dose activation, hits mostly activators; MCF7-BRCA1-FFLuc reporter, luminescence, 48 h; response scale: scaled: vehicle 0%, 10 µM genistein 100%; note: potency is the fitted concentration of half-maximal effect; nearly all actives have a fitted effect of over 80% in size; some results filed as inactive show a strong effect at the top dose
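Luminescence from a BRCA1-driven firefly luciferase in MCF7 cells was read after 48 h compound exposure at 37 C. Data normalized against DMSO and a 10microM genistein activation control, then curve-fitted across the titration.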
A-T KAP1 phos – candidate therapy for ataxia-telangiectasia; 320,000 compounds, 0.19% hits; Potency, µM (series often up to 57.5 µM), inactives show top-dose activation, most hits filed as activators; […] A-T fibroblasts, KAP-1 phosphorylation AlphaLISA; neocarzinostatin DNA damage 30 min before lysis; AID 485349; note: potency is the fitted concentration of half-maximal effect; % of control where 0% means no effect; nearly all actives have a fitted effect of over 45% in size
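hTERT-immortalized A-T patient fibroblasts ([…]), 500 cells/well in OPTI-MEM, 1% FBS, got compounds for 60 min, then NCS for 30 min at 37C. Lysates were then assayed for phospho-KAP-1 by AlphaLISA (anti-pKAP1 donor, anti-KAP1 acceptor beads), 6 hr at 25C.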
The depositor's hits bear a star; ? = inconclusive; . = not tested or not shown; [ ] = dose if it differs, or a comment. Unless noted, calls come from the whole dose curve; as a rule, active = well fitted curve in the direction sought with a large enough effect; inconclusive = small, poorly fitted or top-dose-only effect, or another doubt; inactive = no such curve, though single readings can be large; an effect the other way counts as inactive or inconclusive.

item | mol | p53 reactivator | ELG1 DNA repair | B2AR arrestin | PTAP TSG101 blk | TRPV1 ag | TCR activator | a7 integrin act | MLL CXXC-DNA inh | BRCA1 expr act | A-T KAP1 phos
1 | Cc1csc(NC(=O)[C@@H](NC(=O)c2ccccc2)C(C)C)n1 | -2.6% | 28.7% | -0.6% | -0.8% | -1.6 | -3.5%[46.1 µM] | -17.6% | 5.2% | 6.1% | 6.4%
2 | COc1ccc(-c2cc(CCCC(=O)NCCc3ccccc3)no2)cc1 | 8.6% | ? | 0.4% | 0.2% | 0.9 | 6.4% | -34.1% | -3.4% | -1.7% | 2.3%
3 | Cc1ccc(OCCCN2C(=O)C(=O)c3cccc(C)c32)cc1 | -3.3% | -0.1% | -0.1% | -2.7% | -2.8 | 5.1% | -42.9% | -12.2% | 0.0% | 0.9%
4 | O=C(CC1Oc2ccc(Cl)cc2NC1=O)NC1CCCCCC1 (stereo not given) | 9.8% | 0.8% | -0.3% | -2.0% | -0.7 | -0.1%[46.1 µM] | -2.0% | 0.3% | -7.7% | 9.5%
5 | COc1ccc(CCNc2ncnc3c2nnn3Cc2ccccc2)cc1OC | . | ? | 0.1% | -6.3% | ? | 2.8% | 7.4% | -11.8% | -0.3% | -2.6%
6 | Cc1csc(NC(=O)CSc2nnc(NC(=O)COc3ccccc3)s2)n1 | 2.8% | 22.6% | -0.7% | 0.2% | -3.2 | -2.8%[46.1 µM] | -8.1% | 8.4% | 0.3% | 12.2%
7 | C=CCn1c(=O)c(C(=O)Nc2cc(C)ccn2)c(O)c2ccccc21 | 14.7% | 10.9% | 0.2% | -0.2% | 1.8 | 11.5% | 38.6% | -6.9% | 25.8% | -17.5%
8 | Cc1cc(C)c(OCC(=O)Nc2cc(C(=O)O)cc(C(=O)O)c2)cc1C | -0.8% | -15.9% | 0.1% | -2.5% | 0.3 | 9.5% | 7.2% | -9.7% | -1.5% | 6.4%
9 | C=C(C1=CCN(S(=O)C(C)(C)C)[C@H]1CCO)c1ccccc1 (stereo not given in full) | . | . | . | 0.8% | . | -0.4% | -2.2% | . | 0.7% | .
10 | NS(=O)(=O)c1ccc(CCNC(=O)c2ccc3nccnc3c2)cc1 | -9.4% | -4.4% | -0.4% | -9.3% | . | -4.1%[46.1 µM] | 30.5% | . | -13.1% | 0.4%
11 | CCN(CC(=O)NCCCN1CCOCC1)S(=O)(=O)c1ccc(Cl)cc1 | -1.7% | -16.2% | 0.5% | -2.5% | 26.7 | 8.4% | 13.1% | 4.7% | -1.5% | -3.3%
12 | O=C(N/N=C/c1ccccn1)c1ccc(N/N=C/c2ccccn2)cc1 | 0.2% | ? | 0.3% | -4.7% | 1.0 | 5.6% | 20.8% | 15.3% | 10.6% | -1.2%
13 | CCOC(=O)C1(Cc2cccc(OC)c2)CCN(Cc2ccccc2)CC1 | -0.3% | ? | -0.5% | -0.9% | -2.1 | -2.0% | -0.8% | -1.9% | -6.8% | 6.6%
14 | CN(C(N)=S)c1ccccc1 | 10.0% | 0.5% | -0.1% | -3.6% | 0.5 | -24.0% | 7.0% | 0.8% | 7.1% | 1.8%
15 | CC1CCC(NC(=O)c2ccc(COc3ccccc3)o2)CC1 (stereo not given) | 6.4% | 1.8% | 0.4% | 0.8% | -0.1 | 0.3% | -23.4% | . | 8.0% | -1.8%
16 | CS(=O)(=O)C1=C(O)C(=O)N(CCCC(=O)O)C1c1ccccc1F (stereo not given) | 0.8% | -1.7% | 0.1% | -9.5% | 0.3 | 13.6% | 12.6% | -1.2% | 13.2% | 4.9%
17 | CC(C)(C)c1ccc(-n2ncc3c2CCCC3NC(=O)CCN2CCCO2)cc1 (stereo not given) | 11.3% | -0.4% | -0.5% | -0.2% | -0.4 | -3.4% | -27.4% | -5.6% | -10.8% | 10.8%
18 | O=C(Nc1cccnc1Cl)c1cc([N+](=O)[O-])ccc1Cl | ? | ? | -0.3% | 0.8% | -1.9 | -0.7% | -32.3% | -8.9% | 2.7% | 0.2%
19 | O=C(NCc1ccccn1)Nc1cccc(F)c1 | 20.1% | ? | 0.3% | -4.0% | 3.3 | -7.0% | -24.3% | ? | 36.4% | 2.6%
20 | COc1ccc(COc2cccc3ccc(C)nc23)cc1F | 9.7% | 7.8% | -0.2% | -2.6% | 7.2 | 2.0% | -14.5% | -4.6% | -10.7% | 0.5%
21 | CCc1ccc(N(C2C=CS(=O)(=O)C2)S(=O)(=O)c2ccccc2)cc1 (stereo not given) | -10.8% | 0.2% | 0.4% | -4.8% | 5.6 | -3.5%[46.1 µM] | -23.1% | 2.3% | -3.1% | -21.3%
22 | COc1ccc(CC(=O)N/N=C/c2ccc(-c3cccc(C(=O)O)c3)o2)cc1OC | 8.6% | 38.9% | -0.1% | -2.6% | 5.3 | 2.1% | -14.4% | -2.0% | 36.7% | -2.5%
23 | Cn1cnnc1SC(C(=O)Nc1cc(Cl)cc(Cl)c1)c1ccccc1 (stereo not given) | -0.5% | -0.7% | -0.3% | -7.2% | -0.4 | 0.0% | -24.3% | -9.4% | 0.0% | 1.4%
24 | O=S(=O)(NCc1csc(-c2cccs2)n1)c1ccccc1 | -1.0% | 6.0% | -0.3% | -1.7% | 1.6 | 1.4% | 2.7% | -9.1% | 0.0% | 7.0%
25 | CCN(CC(=O)NCc1ccc(F)cc1)CC(=O)Nc1ccc(S(=O)(=O)N2CCCC2)cc1 | 10.6% | ? | -0.3% | -1.6% | -2.8 | 7.8% | 1.0% | -3.8% | -14.9% | 5.3%
26 | COc1ccc(NC2CCCN(C(=O)c3ccc(C(C)=O)s3)C2)cc1 (stereo not given) | 5.1% | 9.6% | -0.1% | 0.6% | 7.7 | -0.8% | -2.8% | 2.8% | 16.6% | -9.8%
27 | CSc1ncccc1C(=O)Nc1cccc(S(=O)(=O)N2CCCC2)c1 | -5.8% | 15.8% | -0.2% | -15.7% | . | -0.9% | -31.5% | . | -2.3% | 8.6%
28 | Cc1ccc(S(=O)(=O)Cn2nnnc2C(c2ccccc2)N2CCN(c3ncccn3)CC2)cc1 (stereo not given) | -2.4% | -17.2% | -0.4% | -2.6% | 7.8 | -2.2% | 2.9% | 5.5% | -29.1% | 1.3%
29 | CSCC(=O)N1CCCC(CO)(CCCc2ccccc2)C1 (stereo not given) | -6.1% | 1.1% | 0.2% | -10.3% | -2.1 | -0.3% | ? | -1.4% | -20.7% | 1.0%
30 | O=C(CN(Cc1ccc(F)cc1)C(=O)CNS(=O)(=O)c1ccc(F)cc1)NCc1ccco1 | 2.7% | -0.3% | -0.4% | -4.6% | 4.3 | -2.9% | -13.2% | 0.0% | 0.0% | -0.8%
31 | CCOC(=O)c1c(C)[nH]c(C)c1C(=O)COC(=O)CCc1ccccc1 | -1.4% | ? | 0.0% | -5.5% | . | -4.1% | 14.5% | . | -4.5% | 9.0%
32 | CC(=O)C1=C(C)NC(SCC(=O)c2ccccc2)=C(C#N)C1CC(C)C (stereo not given) | 3.1% | -5.1% | -0.2% | -3.5% | 7.4 | -19.5% | -43.2% | 7.6% | -28.3% | 3.4%
33 | COc1ccccc1OCCNC(=O)CSC(=S)N1CCCC1 | 7.9% | 16.9% | 0.4% | 0.9% | 8.0 | -3.8% | -2.4% | . | -7.7% | -0.9%
34 | O=C(CNC(=O)c1ccco1)Nc1ccc(F)cc1 | 5.3% | ? | 0.0% | -7.1% | -1.9 | -5.2% | 6.1% | -1.0% | -17.2% | 2.3%
35 | O=C(NC12CC3CC(CC(C3)C1)C2)c1ccc(=O)oc1 | 5.4% | 28.8% | -0.5% | -2.3% | -2.7 | 0.2% | 8.4% | 2.6% | -2.0% | 8.9%
36 | Cc1ccc(N2C(=O)c3ccccc3C2(O)c2ncc[nH]2)cc1 (stereo not given) | 11.4% | 8.4% | -0.2% | -0.5% | -0.7 | 3.6% | 8.1% | -4.6% | -14.1% | -2.6%
37 | CCCCOC(=O)c1ccc(NC(=S)NC(=O)c2c(Cl)cnn2CC)cc1 | 5.4% | 3.5% | 4.1% | -3.6% | -1.5 | 0.0% | -8.0% | 10.5% | 0.0% | -4.9%
38 | Cc1cccc2c1cnn2C(=O)Nc1cc(F)ccc1F | ? | ? | 0.2% | -1.5% | 1.3 | 0.2% | ? | 16.6% | 33.6% | 11.4%
39 | COc1cc(NC(=O)C2=CC(c3cccs3)=NS(=O)(=O)N2C)cc(OC)c1OC | . | ? | 0.2% | -0.9% | 1.2 | -1.2% | 2.6% | . | 1.1% | 19.1%
40 | COc1ccc(Cl)cc1NC(=O)C/C(C)=N/NC(=O)c1ccccc1[N+](=O)[O-] | . | -0.6% | -0.6% | -5.2% | -1.3 | 9.7% | -1.5% | -3.0% | -17.7% | 1.3%
